All columns: NCI-60 one-dose screen, growth in % after 48 h at 10 µM unless noted; 100 = growth as untreated, 0 = no growth, -100 = all killed.
MDA-MB-435: MDA-MB-435 melanoma; 82,000 tested, 7.8% active; AID 1794794
MDA-MB-468: MDA-MB-468 breast cancer; 78,000 tested, 8.5% active
RPMI-8226: RPMI-8226 leukemia cells; 77,000 tested, 7.5% active; AID 1794781
MDA-MB-231: MDA-MB-231 breast cancer; 81,000 tested, 5% active
MOLT-4: MOLT-4 leukemia cells; 80,000 tested, 6.9% active
K-562: K-562 leukemia; 78,000 tested, 7.4% active; AID 1794777
MCF7: MCF7 breast cancer. 82,000 tested, 6.3% active
SR: SR leukemia cells; 73,000 tested, 8.7% active
Active calls of the source: *; . = not tested or not shown; & = joins results of further samples. The calls were made as follows: active = growth percent below 10; inactive = the rest.

The first 18 records (preview)
SMILES	MDA-MB-435	MDA-MB-468	RPMI-8226	MDA-MB-231	MOLT-4	K-562	MCF7	SR
COc1cc(/C=C/C(=O)/C=C/c2cc3ccc(Cl)cc3[nH]c2=O)ccc1O	36	98	4.6*	46	30	23	58	11
CCN(CC)CC(O)CNCc1ccccc1 (stereo not given)	107	107	95	117	102	108	94	102
CCN(CC)CCCC#CCN1CCOCC1	97	100	.	109	107	96	98	99
N#CCCCCCn1c2ccccc2c2c3[nH]c(=O)[nH]c(=O)c3c3c4ccccc4n(CCCCCC#N)c3c21	37	70	53	-7.9*	69	.	45	20
Nc1c(C(=O)c2ccc(Br)cc2)sc2nc(-c3cnccn3)cc(-c3cccs3)c12	106	98	103	99	99	95	99	85
Cc1[nH]c2ncnc(Nc3ccc(NC(=O)Nc4ccc(Cl)c(C(F)(F)F)c4)c(F)c3)c2c1C	.	74	.	77	42	39	58	44
c1ccc(-c2nc(N3CCOCC3)c3c4c(sc3n2)CCCCCC4)nc1	62	57	33	63	53	32	3.9*	.
O=c1c(-c2nc3ccccc3[nH]2)cc2ccccc2n1Cc1cn(Cc2ccc(F)cc2)nn1	-37*	4.8*	17	4.3*	20	18	15	30
CC(=O)N1CCc2ccc([N+](=O)[O-])cc21	109&101	108&119	96	116&96	108&111	111&112	119&106	108&119
COc1cccc2cc(-c3cc4ccccc4[nH]3)/c(=N\NC(=O)c3ccc(Cl)cc3)oc12	45	-2.0*	.	41	15	22	8.3*	26
O=C(Cc1ccccc1)NNc1nc(-c2ccccc2)nc2ccccc12	100	89	90	92	97	81	82	93
CC[C@H](c1ccc(O)cc1)[C@@H](CC)c1ccc(C)cc1	88	79	79	102	93	85	94	57
CCOc1ccccc1NC1=C(OC)C(=O)C(Nc2ccccc2OCC)=C(OC)C1=O	115	103	96	92	100	114	92	94
CCN(CC)CCOC(=O)c1ccc([N+](=O)[O-])cc1	110	106	110	100	74	105	95	85
Nc1c(S(=O)(=O)O)ccc2ccccc12	108	114	98	103	100	101	98	113
O=C(O)C(c1ccccc1)(c1ccccc1)c1ccccc1	102	98	101	107	97	108	91	103
O=C(N/N=C\c1ccccc1O)C1CC1	112	102	107	103	101	113	102	104
CCN(CC)c1ccc2cc(C(Nc3ccc4c(c3)OCO4)c3nnnn3C(C)(C)C)c(=O)oc2c1 (stereo not given)	103	109	93	91	87	97	86	108

The listing, from the first entry:
SMILES	MDA-MB-435	MDA-MB-468	RPMI-8226	MDA-MB-231	MOLT-4	K-562	MCF7	SR
COc1cc(/C=C/C(=O)/C=C/c2cc3ccc(Cl)cc3[nH]c2=O)ccc1O	36	98	4.6*	46	30	23	58	11
CCN(CC)CC(O)CNCc1ccccc1 (stereo not given)	107	107	95	117	102	108	94	102
CCN(CC)CCCC#CCN1CCOCC1	97	100	.	109	107	96	98	99
N#CCCCCCn1c2ccccc2c2c3[nH]c(=O)[nH]c(=O)c3c3c4ccccc4n(CCCCCC#N)c3c21	37	70	53	-7.9*	69	.	45	20
Nc1c(C(=O)c2ccc(Br)cc2)sc2nc(-c3cnccn3)cc(-c3cccs3)c12	106	98	103	99	99	95	99	85
Cc1[nH]c2ncnc(Nc3ccc(NC(=O)Nc4ccc(Cl)c(C(F)(F)F)c4)c(F)c3)c2c1C	.	74	.	77	42	39	58	44
c1ccc(-c2nc(N3CCOCC3)c3c4c(sc3n2)CCCCCC4)nc1	62	57	33	63	53	32	3.9*	.
O=c1c(-c2nc3ccccc3[nH]2)cc2ccccc2n1Cc1cn(Cc2ccc(F)cc2)nn1	-37*	4.8*	17	4.3*	20	18	15	30
CC(=O)N1CCc2ccc([N+](=O)[O-])cc21	109&101	108&119	96	116&96	108&111	111&112	119&106	108&119
COc1cccc2cc(-c3cc4ccccc4[nH]3)/c(=N\NC(=O)c3ccc(Cl)cc3)oc12	45	-2.0*	.	41	15	22	8.3*	26
O=C(Cc1ccccc1)NNc1nc(-c2ccccc2)nc2ccccc12	100	89	90	92	97	81	82	93
CC[C@H](c1ccc(O)cc1)[C@@H](CC)c1ccc(C)cc1	88	79	79	102	93	85	94	57
CCOc1ccccc1NC1=C(OC)C(=O)C(Nc2ccccc2OCC)=C(OC)C1=O	115	103	96	92	100	114	92	94
CCN(CC)CCOC(=O)c1ccc([N+](=O)[O-])cc1	110	106	110	100	74	105	95	85
Nc1c(S(=O)(=O)O)ccc2ccccc12	108	114	98	103	100	101	98	113
O=C(O)C(c1ccccc1)(c1ccccc1)c1ccccc1	102	98	101	107	97	108	91	103
O=C(N/N=C\c1ccccc1O)C1CC1	112	102	107	103	101	113	102	104
CCN(CC)c1ccc2cc(C(Nc3ccc4c(c3)OCO4)c3nnnn3C(C)(C)C)c(=O)oc2c1 (stereo not given)	103	109	93	91	87	97	86	108
N#Cc1nc(-c2cccs2)oc1NC1CCS(=O)(=O)C1 (stereo not given)	106	114	120	118	98	103	93	96
CN(C)CCCN1c2ccccc2S(=O)c2ccc(Cl)cc21 (stereo not given)	109	106	.	.	56	93	85	91
Oc1ccc(CSc2nnc(-c3ccc(Cl)cc3)o2)c2cccnc12	22	26	19	52	15	16	12	34
CN1CCN(C(=O)c2ccc3cc(CCNc4ncnc5ccc(C#N)cc45)ccc3c2)CC1	83	44	32	89	36	40	59	51
CCCCCCCCN(CCCCCCCC)CCCCCCNc1cc(OC)cc2cccnc12	95	68	52	52	50	80	62	.
Clc1ccc(CN2COc3c(ccc4cccnc34)C2)cc1Cl	13	-72*	-19*	20	.	-34*	13	.
CCCCCC(C)(O)CCC (stereo not given)	102	107	95	116	82	90	92	82

(list continues)
SMILES	MDA-MB-435	MDA-MB-468	RPMI-8226	MDA-MB-231	MOLT-4	K-562	MCF7	SR
COc1ccc(/C=C(\C#N)C(=O)Nc2cc(-c3ccccc3)nn2-c2ccccc2)cc1	104	82	111	97	95	94	96	112
CC1=CC(=O)/C(=C/N2C(=O)/C(=C\c3cccc(O)c3)SC2=S)C(=O)O1	103	104	92	98	101	94	97	99
Nc1ccc(OCC(=O)N2CCOCC2)c(Cl)c1	104	.	97	122	101	97	97	88
COc1cc(-c2c(C#N)c(-c3ccc(Cl)cc3)nc3c2c(-c2ccccc2)nn3-c2ccccc2)ccc1O	88	98	97	106	80	83	82	.
COc1ccc(N2C(=O)CCC2=O)cc1	96	98	104	100	112	105	92	86
NC(=O)NC(=O)c1nc2ccccc2[nH]c1=O	101	92	92	100	84	95	95	69
CCC(=O)OC(C)CNC(=O)C(C)OC(=O)CC (stereo not given)	106	105	103	116	112	118	96	111
CC1(O)c2ccccc2N2C(=O)NC(=O)C23C=CC1O3 (stereo not given)	108	106	105	107	97	101	95	92
Clc1nc(Cl)c2ncn(-c3ccccc3)c2n1	64	3.7*	108	63	44	36	55	39
CC(C)[C@H](N)C(=O)OCC(CO)OCn1cnc2c(=O)[nH]c(N)nc21 (stereo not given in full)	97	100	109	108	113	.	94	111
CCOC(=O)c1c(C)n2c(=O)cc(C)c3c(OC(C)=O)c(OC(C)=O)cc1c32	83	.	42	87	19	22	62	18
COc1ccc(C2Sc3ccccc3N(CCN(C)C)C(=O)C2OC(C)=O)cc1 (stereo not given)	100	96	93	95	73	.	97	72
CNC(=O)c1ccnc(Cn2nc(C)c(NC(=O)c3ccc(COc4ccc(C(F)(F)F)cc4C)cc3)c2C)c1	98	59	74	74	87	62	90	47
c1ccc2c(c1)C(=NN=C1c3ccccc3-c3ccccc31)c1ccccc1-2	101	98	96	105	95	91	86	86
O=C1NC(=O)C(c2ccccc2)(c2ccccn2)N1 (stereo not given)	120	95	129	110	92	99	102	79
Cc1cc(NCCN(C(C)C)C(C)C)nc(/N=C(\N)Nc2ccc(Cl)c(C(F)(F)F)c2)n1	-74*	-99*	-66*	-65*	-69*	-100*	-78*	.
CCCc1ccc(-c2cn(CC(=O)Nc3nc4ccccc4s3)nn2)cc1	101	106	85	92	104	90	90	96
Cn1cc(-c2nc(-c3ccc4ccccc4c3)cs2)c2cc(F)ccc21	39	29	105	90	88	46	50	45
N#CSCC(=O)c1ccc2ccccc2c1	104	119	96	124	97	113	95	.
CCCCNC(=O)Oc1ccc2c(=O)c3sc4c(=O)c5ccccc5c(=O)c4c3c(=O)c2c1	-89*	-48*	-42*	-22*	-44*	-34*	-59*	.
COC(=O)c1ccc(-c2nc(CSc3nc4ccccc4o3)no2)cc1	103	103	106	104	95	108	91	110
O=c1[nH][nH]c(Nc2ccccc2)c1N=Nc1ccc(O)cc1	70	79	76	98	.	.	68	.
Nc1nc(-c2ccnc(Cl)c2)nn1-c1nc2ccccc2s1	107	107	.	89	119	112	97	120
Brc1cc2ccccc2s1	100	97	98	102	104	101	97	92
O=c1nc2onnc2c(/C=N\O)[nH]1	95	105	.	104	101	105	104	89

Reprinted from the part before: four entries, then new ones.
SMILES	MDA-MB-435	MDA-MB-468	RPMI-8226	MDA-MB-231	MOLT-4	K-562	MCF7	SR
O=c1[nH][nH]c(Nc2ccccc2)c1N=Nc1ccc(O)cc1	70	79	76	98	.	.	68	.
Nc1nc(-c2ccnc(Cl)c2)nn1-c1nc2ccccc2s1	107	107	.	89	119	112	97	120
Brc1cc2ccccc2s1	100	97	98	102	104	101	97	92
O=c1nc2onnc2c(/C=N\O)[nH]1	95	105	.	104	101	105	104	89
O=c1[nH]c2ccccc2c(O)c1-c1ccccc1	110	111	104	101	103	90	104	110
N#C/C(=N\Nc1ccc(S(=O)(=O)O)cc1)C(N)=O	108	113	113	103	91	101	92	86
Cc1ccc(S(=O)(=O)N(C)c2cc(Cl)c(C(=O)O)c(Cl)c2)cc1	102	108	105	111	111	.	96	96
COc1ccc(CN2C(=O)CSC2c2ccccc2Cl)cc1OC (stereo not given)	89	28	71	81	79	87	.	.
Cc1ccc2c(c1)c(Sc1ccc(C(=O)NO)cc1)c1n2CN(C)CC1	19	-19*	1.9*	-32*	-10*	11	17	5.0*
CC(C)CCc1nc2ccc(NCc3ccc(OCCN4CCCCC4)cc3)cc2[nH]1	96	89	88	68	81	71	88	70
O=C1CCc2ccc(OCc3cn(Cc4ccccc4Cn4cc(COc5ccc6c(c5)NC(=O)CC6)nn4)nn3)cc2N1	96	68	87	105	103	90	78	77
CCN1CCN(CCNc2nccc(-c3c(-c4ccc(F)c(O)c4)nc4occn34)n2)S1(=O)=O	10	23	-23*	73	-9.7*	10	18	30
O=C1NC(=O)C(c2ccccc2)(c2ccccc2)N1Cc1cn(-c2c3ccccc3nc3ccccc23)nn1	94	38	72	73	54	39	74	31
Nc1c(Cl)cc(C(=O)O)cc1Cl	106	104	102	.	85	85	98	89
Cc1nn(-c2ccccc2)c2nc3c(nc12)c(=O)oc1ccccc13	100	72	.	44	.	.	59	.
CCn1c2ccccc2nc2cc3c(cc21)c(Cl)c(=O)c1ccccc13	101	102	78	65	90	89	85	70
Cc1c(C(C)C)cc(C(C)C)cc1C(C)C	104	97	101	110	97	100	96	89
CCC(C)N(CCNc1cc(OC)cc2cccnc12)CC(C)C (stereo not given)	109	-52*	70	88	87	83	13	85
Cc1ccc(CCC(=O)O)cc1	116	112	100	104	87	103	98	78
CCCCCCC(C)Br (stereo not given)	109	84	114	103	116	116	98	104
COc1ccc(-c2[nH]ncc2CNc2ccc3ccccc3c2)cc1	107	90	87	81	78	97	84	99
COc1cc(-n2cc(C#N)c(N)c2C(=O)c2ccc(Br)cc2)cc(OC)c1OC	101	93	.	94	107	95	92	121
CN(C)CC(=O)c1ccc2cc(Cl)c3ccccc3c2c1	105	101	95	89	99	91	91	72
COc1ccc(/C(CSc2nnc(-c3cnccn3)n2-c2ccccc2)=N/O)cc1	110	105	62	91	83	79	94	85
COc1ccc2cc(-c3ccc(C(=O)N/N=C/c4ccc(O)cc4)c(C)n3)ccc2c1	93	83	79	90	55	62	77	75
Cc1c(C(C)(C)C)cc(C(C)(C)C)c2c1CN(C)CO2	113	122	110	110	109	99	100	103
CCOC(=O)/C(=C/c1ccc(OC)cc1)N(CC)CC	110	106	102	107	99	102	103	.
COc1ccc(C(=O)c2cc3c(N)c(C(=O)Nc4cccc(Cl)c4C)sc3nc2C)cc1	-7.0*	-3.0*	1.2*	15	8.5*	2.9*	19	-27*

High-throughput results: PubChem, NCI
